Screens deposited in PubChem BioAssay by several laboratories.
HDAC3 inh: human HDAC3 inhibition | O15379 | recombinant HDAC3, fluorogenic peptide/trypsin coupled, fluorescence | inhibition, % at 8.3 µM | actives 0.15% (n = 320,000) | AID 2718; in the data active means inhibition above about 26%, passing the limit was not always enough
ANO1 activ: activates or potentiates the mouse TMEM16A chloride channel. HEK293 TMEM16A/YFP-H148Q/I152L, iodide quench fluorescence; active compounds read low. actives 0.3% (n = 340,000). B-score at 10 µM;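 active means fluorescence-ratio B-score plate-corrected deviation score at least 3 library SD below zero, with starting fluorescence score within 5 deviations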;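 further: channel opened by trigger with iodide after compound preincubation; score built on the fluorescence ratio of max minus min over baseline; more negative score means more quench and so TMEM16A activation or potentiation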
KCNQ1 pot: potentiators or activators of human KCNQ1 potassium channel. P51787. CHO-K1 KCNQ1, thallium flux FluxOR fluorescence; active compounds read high. B-score at 10 µM. actives 0.35% (n = 310,000). AID 2648;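 active means fluorescence ratio B-score, a plate-corrected score, at least three library SD, with initial intensity B-score within 5 SD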
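Assay system: stable KCNQ1 CHO-K1 line; medium: assay buffer, equal DMSO in all wells; timing: 90 min dye loading and 20 min compound exposure, both at room temperature; technique: kinetic FluxOR thallium fluorescence, 10-s 1-Hz baseline, 110-s post-stimulus read; read-out basis: B score of baseline-normalized fluorescence ratio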
KCNQ1 block: inhibitors of human KCNQ1 potassium channel; P51787; CHO-K1 KCNQ1, FluxOR thallium flux fluorescence; active compounds read high; B-score at 10 µM; actives 1.3% (n = 310,000);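 active means compounds whose thallium flux B-score, printed positive for inhibition, exceeds three library SD while starting fluorescence stays within three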;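 further: channel opened by potassium depolarization with thallium stimulus after 20 min compound exposure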
KCNK3 inh: human KCNK3 channel inhibition, primary screen | AID 602410 | CHO-KCNK3 thallium flux, FluxOR fluorescence; active compounds read low | actives 0.84% (n = 340,000) | B-score at 10 µM | O14649;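 active means B-score under library mean minus 4 SD, starting fluorescence ratio at most library mean plus 5 SD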;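 further: more negative B-score means stronger inhibition of thallium flux through KCNK3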
Target sequence (O14649 whole entry, looked up): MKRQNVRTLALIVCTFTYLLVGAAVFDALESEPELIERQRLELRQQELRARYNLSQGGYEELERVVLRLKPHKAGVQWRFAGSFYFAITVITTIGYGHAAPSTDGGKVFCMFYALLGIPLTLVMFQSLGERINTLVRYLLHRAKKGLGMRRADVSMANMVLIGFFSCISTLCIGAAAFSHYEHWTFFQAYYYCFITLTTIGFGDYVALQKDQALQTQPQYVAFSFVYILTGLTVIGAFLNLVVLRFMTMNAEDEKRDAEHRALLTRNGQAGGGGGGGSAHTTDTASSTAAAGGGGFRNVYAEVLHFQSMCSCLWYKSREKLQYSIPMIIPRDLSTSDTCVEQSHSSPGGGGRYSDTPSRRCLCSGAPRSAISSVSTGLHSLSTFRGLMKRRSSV
RGS4 pot: RGS4 potentiation or activation. HEK293 M3R/inducible RGS4, carbachol calcium flux Fluo4; active compounds read low. B-score at 10 µM. actives 0.92% (n = 310,000). AID 463111;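 active means B-score of the integrated calcium signal more than 4 SD below the library mean, with starting fluorescence not abnormally high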;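 further: negative B-score means reduced calcium response which marks RGS4 activation or potentiation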
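test system = HEK293 cells with stable M3R and inducible RGS4 | schedule = recording 10 s baseline at 1 Hz, 100 s post-agonist | technique = Fluo4-AM (2 µM) calcium-flux fluorescence, kinetic read | measure = Agonist-evoked peak-minus-minimum fluorescence over baseline, integrated ratio, B score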
SKKanGAS inh: inhibitors of SKKanGAS S. pyogenes growth in kanamycin (SK-promoter or general growth effect); actives 1.3% (n = 300,000); BacTiter-Glo, 6 h; inhibition, % at 7.5 µM;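 active means mean replicate score, as percent of positive control median, at least 50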;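 further: strain carries kanamycin resistance gene driven by streptokinase promoter and grows in 40 µg/ml kanamycin; loss of luminescence reflects streptokinase promoter inhibition or plain growth inhibition; 0% = median of DMSO wells and 100% = positive control at its reference dose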
KCNK9 block: inhibitors of human KCNK9 two-pore domain potassium channel; HEK293 KCNK9, FluxOR thallium flux fluorescence; active compounds read low; B-score at 10 µM; actives 1.2% (n = 310,000); AID 488922;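 active means ratio B-score over 3 SD below the library mean, with starting fluorescence within 5 SD of its mean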;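 further: negative B-score means less thallium flux so channel inhibition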
Target sequence (Q9NPC2 whole entry, looked up, the tested form may be a part): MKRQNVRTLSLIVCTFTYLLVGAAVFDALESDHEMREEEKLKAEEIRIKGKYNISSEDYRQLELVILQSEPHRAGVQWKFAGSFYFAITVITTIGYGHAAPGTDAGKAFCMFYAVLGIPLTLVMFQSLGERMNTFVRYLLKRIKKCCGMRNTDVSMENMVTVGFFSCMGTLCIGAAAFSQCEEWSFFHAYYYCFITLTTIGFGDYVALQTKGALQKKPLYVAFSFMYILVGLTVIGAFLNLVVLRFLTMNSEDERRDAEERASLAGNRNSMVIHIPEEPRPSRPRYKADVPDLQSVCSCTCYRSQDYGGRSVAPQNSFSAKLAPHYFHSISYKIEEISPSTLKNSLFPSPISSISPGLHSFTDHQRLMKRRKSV
ANO1 block: inhibitors of mouse TMEM16A calcium-activated chloride channel. normalized B-score (activity score, 25-100; higher = stronger inhibition) at 10 µM. Q8BHY3. HEK293 TMEM16A/YFP iodide influx fluorescence, ionomycin. actives 1.2% (n = 310,000);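 active means ratio plate-corrected score three or more library SD toward inhibition, starting fluorescence score within five deviations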;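 further: score derived from kinetic fluorescence span divided by baseline fluorescence per well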
hERG protect: shields human hERG channel from block by proarrhythmic agents; Q12809; CHO-hERG, FluxOR thallium flux, dofetilide IC70 present; activation (rescue from dofetilide block), less the hit threshold, % at 10 µM; actives 0.51% (n = 310,000); AID 1511;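 active means activation above the mean of controls blocked by dofetilide plus 5 SD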;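 further: thallium influx through hERG after potassium depolarization seen as dye fluorescence rise; in these data hits start at about 4.7%; inactives centre near -7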
RGS4 block: human RGS4 inhibition | P49798 | HEK293 M3R/RGS4 inducible, Fluo-4 calcium flux; active compounds read high; triggered by carbachol at its EC20 | B-score at 10 µM | actives 0.45% (n = 310,000);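 active means B-score, a plate-corrected calcium signal, over three deviations above library mean, with baseline fluorescence within five deviations of library mean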;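 further: RGS4 expression induced by doxycycline in cells with stable M3 receptor; B-score is computed from the integrated fluorescence ratio over baseline after carbachol; higher B-score means a larger calcium signal and so more RGS4 inhibition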
Target sequence (P49798 whole entry, looked up): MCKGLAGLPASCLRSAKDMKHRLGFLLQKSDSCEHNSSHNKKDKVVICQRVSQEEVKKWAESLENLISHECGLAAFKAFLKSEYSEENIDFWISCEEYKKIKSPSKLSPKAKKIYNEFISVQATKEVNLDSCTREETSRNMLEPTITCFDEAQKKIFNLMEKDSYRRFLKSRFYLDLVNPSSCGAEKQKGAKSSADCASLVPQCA
The depositor's hits bear a star; i = inactive; / = not tested or not shown.

SMILES	HDAC3 inh	ANO1 activ	KCNQ1 pot	KCNQ1 block	KCNK3 inh	RGS4 pot	SKKanGAS inh	KCNK9 block	ANO1 block	hERG protect	RGS4 block
COc1nc(/C=C/N(C)C)c([N+](=O)[O-])c(OC)n1	5	i	i	i	i	i	6	i	i	-11	i
CC(C)Cc1nnc(NC(=O)CCC(=O)N2CCN(Cc3ccc(F)cc3)CC2)s1	1	i	i	i	i	i	2	i	i	-3	i
Clc1ccc(CSc2nnc(CNc3cccc(Cl)c3)o2)cc1	-5	i	i	6*	i	i	-4	i	i	-7	i
CCC(Oc1ccccc1)C(=O)Nc1ccc(S(=O)(=O)N2CCOCC2)cc1 (stereo not given)	-3	i	i	i	i	i	4	i	i	5.0*	i
CC1CN(C(=O)Nc2ccc3c(c2)OCO3)CC(C)O1 (stereo not given)	2	i	i	i	i	i	-1	i	i	-4	i
COc1ccc2cc(C(=O)NCCc3ccccc3)[nH]c2c1	-4	i	i	i	i	i	-3	i	i	-2	i
O=C(NC1CC2CCCC(C1)N2Cc1ccccc1)C1CCCCC1 (stereo not given)	-10	i	i	i	i	-9.9*	-1	i	i	-2	i
O=C(COc1cccc(Cl)c1)NNC(=S)Nc1ccccc1	0	i	i	i	i	i	-4	i	i	-5	i
Cc1[nH]n(-c2ccccc2)c(=O)c1/C=N/NC(=O)COc1ccccc1[N+](=O)[O-]	2	i	i	i	i	i	26	i	i	-10	i
Cc1ccc2nc(-c3cccc(Br)c3)cc(C(=O)Nn3cnnc3)c2c1	-1	i	i	i	i	i	-3	i	i	0	i
COc1ccccc1S(=O)(=O)Cc1ccc(C(=O)N2CCCC2)o1	-7	i	i	i	i	i	4	i	i	-4	i
Cc1ccc(-c2nc(-c3cccnc3)sc2CC(=O)Nc2ccc(C)c(Cl)c2)cc1	7	i	i	11*	i	i	15	i	i	-12	i

Some of the entries so far, with values under each structure:
Below each compound – HDAC3 inh	ANO1 activ	KCNQ1 pot	KCNQ1 block	KCNK3 inh	RGS4 pot	SKKanGAS inh	KCNK9 block	ANO1 block	hERG protect	RGS4 block
> Cc1ccc2nc(-c3cccc(Br)c3)cc(C(=O)Nn3cnnc3)c2c1
→ -1	i	i	i	i	i	-3	i	i	0	i
> Cc1ccc(-c2nc(-c3cccnc3)sc2CC(=O)Nc2ccc(C)c(Cl)c2)cc1
→ 7	i	i	11*	i	i	15	i	i	-12	i
> O=C(NC1CC2CCCC(C1)N2Cc1ccccc1)C1CCCCC1 (stereo not given)
→ -10	i	i	i	i	-9.9*	-1	i	i	-2	i
> COc1nc(/C=C/N(C)C)c([N+](=O)[O-])c(OC)n1
→ 5	i	i	i	i	i	6	i	i	-11	i

Continuation.
SMILES	HDAC3 inh	ANO1 activ	KCNQ1 pot	KCNQ1 block	KCNK3 inh	RGS4 pot	SKKanGAS inh	KCNK9 block	ANO1 block	hERG protect	RGS4 block
COc1ccc(N2C(=O)c3cccc4cccc(c34)C2=O)cc1	-10	i	i	i	i	i	2	i	i	-7	i
CCOC(=O)C1(CCC(C)C)CC(CSc2nc3ccccc3[nH]2)OC1=O (stereo not given)	6	i	i	i	i	i	3	i	i	-17	i
CCN(CC)CCNC(=O)c1ccc(NC(=O)C2CC(=O)N(c3ccc4c(c3)OCCO4)C2)cc1 (stereo not given)	-1	i	i	i	i	i	-2	i	i	-11	i
CCOC(=O)c1cnc(SC)nc1Sc1ccccc1	-3	i	i	i	i	i	-3	i	i	0	i
CC1=C(C(=O)Nc2ccccc2C(=O)NCc2ccccc2)SCCO1	-1	i	i	i	i	i	13	i	i	-6	i
Cc1cccc(/N=C/c2c(C)[nH]n(-c3ccccc3)c2=O)n1	7	i	i	i	i	i	6	i	i	-10	i
COc1ccc(/C=C/C(=O)Nc2c(C)nn(C)c2C)cc1COc1ccc(Cl)cc1Br	-1	i	i	i	i	i	4	i	i	-2	i
CC12c3ccccc3C(c3ccccc31)C1C(=O)N(Cc3cccnc3)C(=O)C12 (stereo not given)	2	i	i	i	i	i	1	i	i	-9	i
CCCCC(=O)Nc1ccc(C(=O)NNC(=O)c2ccccc2Br)cc1	6	i	i	i	i	i	5	i	i	-11	i
S=c1[nH]nc(COc2ccccc2)n1/N=C/c1ccco1	7	i	i	i	i	i	4	i	i	-11	i
CC(c1nccs1)N(C)C(=O)CCc1nnc(-c2ccc(-c3ccccc3)cc2)o1 (stereo not given)	-4	i	i	i	i	i	10	i	i	-10	i
COc1ccc(OC)c(NC(=O)c2ccc3c(=O)n(CCc4ccccc4)c(=S)[nH]c3c2)c1	/	i	i	i	i	i	-4	i	i	-3	i
CC(=O)c1ccc(C(=O)N2CCCC(CCC(=O)N(C)CCc3ccccn3)C2)s1 (stereo not given)	0	i	i	i	i	i	5	i	i	-6	i
COc1ccccc1CNC(=O)C1CC(c2ccc([N+](=O)[O-])cc2)=NO1 (stereo not given)	0	i	i	i	i	i	0	i	i	-5	i
O=S(=O)(NCc1cc(-c2ccc(Cl)cc2)no1)c1ccc(Cl)cc1	-1	i	i	i	i	i	6	i	i	-7	i
CN(CC(=O)O/N=C(\N)c1ccc([N+](=O)[O-])cc1)S(=O)(=O)c1ccc2ccccc2c1	2	i	i	i	i	i	4	i	i	-6	i
CCOC(=O)Cn1c(=O)c2c(nc3n2CCCN3Cc2ccccc2)n(C)c1=O	-2	i	i	i	i	i	-4	i	i	-3	i
NC(=O)CSc1nnc(CNc2cccc(Cl)c2)n1CCc1ccccc1	9	i	i	i	i	i	3	i	i	-5	i
Cn1c(=O)c2c(ncn2CC(=O)Nc2nccs2)n(C)c1=O	/	i	i	i	i	i	-4	i	i	-7	i
C[N+](C)(C)CC(=O)N/N=C/c1c2ccccc2cc2ccccc12	-4	i	i	i	i	i	7	i	i	-1	i
COc1ccc(OC)c(C2CC(=O)C3=C(C2)NC(=O)CC3c2ccc(O)c(OC)c2)c1 (stereo not given)	-7	i	i	i	i	i	5	i	i	-5	i
CCO[C@@H]1OC(C(=O)N2CCOCC2)=C[C@H](c2ccccc2)[C@H]1CCCO	3	i	i	i	i	i	1	i	i	-3	i
CCN(CC1CCCO1)C(=O)c1cc(COc2ccccc2SC)on1 (stereo not given)	1	i	i	i	i	i	-8	i	i	-5	i
Cn1c(=O)c2c(nc(Oc3ccc4c(c3)OCO4)n2Cc2ccc(F)cc2)n(C)c1=O	-2	i	i	i	i	i	5	i	i	-7	i
O=C(c1ccco1)N1CCN=C1SCc1ccc(F)cc1	11	i	39*	i	i	i	1	i	i	-8	i
COc1cccc(-c2nnc(SCC(=O)Nc3ccc(S(N)(=O)=O)cc3)n2C)c1	-1	i	i	i	i	i	0	i	i	-1	i
O=S(=O)(NCc1ccccc1)c1ccc(S(=O)(=O)N(Cc2ccccn2)C2CCCC2)cc1	9	i	i	i	i	i	3	i	i	0	i
Cc1c(NC(=O)c2cc(-c3ccc(F)cc3)on2)c(=O)n(-c2ccccc2)n1C	1	i	i	i	i	i	-12	i	i	1	i
CCOc1ccccc1OCC(=O)Nc1ccc(Cl)cc1Cl	-1	i	i	i	i	i	7	i	i	-7	i
COc1ccc(CNC(=S)Nc2ccc(OC)cc2)cc1	-5	i	i	i	i	i	-3	i	i	-3	i
COc1cc(CNCCN(C)C)c(Br)cc1OCC(=O)NCc1ccccc1	2	i	i	i	i	i	3	i	i	-8	i
CC[C@@](C)(NS(=O)(=O)OCC(Cl)(Cl)Cl)c1ccccc1	1	i	i	i	i	i	-1	i	i	-8	i
CCC(=O)NCCc1nc2cc(NC(=O)c3ccccc3OC)ccc2n1C	-11	i	i	i	i	i	3	i	i	-2	i
NC(=O)c1cc(C(=O)Cc2ccccc2)c[nH]1	-4	i	i	i	i	i	92*	i	i	-3	i
CC(C)CCNC(=O)NC(=O)COc1ncnc2sccc12	5	i	i	i	i	i	1	i	i	-8	i
COC(=O)/C(=C/c1ccccc1)NC(=O)c1ccco1	0	i	i	i	i	i	-1	i	i	-14	i
COc1cc(C(=S)N2CCN(C(c3ccccc3)c3ccccc3)CC2)cc(OC)c1O	8	i	i	i	i	i	23	i	i	-5	i
COc1cc(OC)cc(C(=O)Nc2c(C)nn(-c3ccccc3)c2C)c1	5	i	i	i	i	i	9	i	i	-8	i
O=C(NCCOc1ccccc1Cl)C(=O)c1c[nH]c2ccccc12	0	i	i	i	i	i	-29	i	i	-6	i
CC1CCN(C(=O)c2ccc(SCc3ccccc3F)c([N+](=O)[O-])c2)CC1	3	i	i	i	i	i	-4	i	i	-4	i
COc1ccccc1N1CCN(S(=O)(=O)c2ccc3c(c2)NC(=O)CS3)CC1	-1	i	i	i	i	i	0	i	i	-10	i
CN(C)C(=O)C1(c2ccccc2)CCN(S(=O)(=O)c2ccccc2)CC1	-5	i	i	i	i	i	3	i	i	-2	i
COc1cc(CN2CCC(C(=O)N3CCN(c4ccccc4F)CC3)CC2)ccc1O	-10	i	i	i	i	i	-4	i	i	-8	i
COc1ccc(NC(=O)CN2C(=O)NC3(CCCC3)C2=O)c(OC)c1	1	i	i	i	i	i	2	i	i	-10	i
Cc1cccc(N(Cc2ccccc2F)S(C)(=O)=O)c1	4	i	i	i	i	i	-5	i	i	-4	i
COc1cc(C(=O)N(C)CCOc2ccccc2)ccc1OCC(=O)Nc1cccc(C(F)(F)F)c1	-1	i	i	i	i	i	-6	i	100*	-10	i
COC(=O)C(CC(C)C)NC(=O)c1ccc(F)cc1 (stereo not given)	0	i	i	i	i	i	4	i	i	-2	i
COc1cc(/C=N/NC2=NS(=O)(=O)c3ccccc32)ccc1OC(C)=O	7	i	i	i	i	i	4	i	i	-12	i
Cc1ccc(N(C)S(=O)(=O)c2c(C)noc2/C=C/N(C)C)cc1	7	i	i	i	i	i	6	i	i	-6	i
CCCCC1NC(C(=O)O)CS1 (stereo not given)	-1	i	i	i	i	i	-13	i	i	-4	i
COc1ccc(NC2=Nc3ccccc3CC2)cc1	0	i	i	i	i	i	7	i	i	-8	i
CCn1c(SCC(=O)Nc2cccc(C)c2)nc2ccccc2c1=O	/	i	i	i	i	i	6	i	i	-3	i
CCOC(=O)C1(CCc2ccccc2)CCN(Cc2nccn2CC)CC1	-1	i	i	i	i	i	22	i	i	-9	i
CCCCNC(=O)NS(=O)(=O)c1ccc(C(=O)OC)o1	-2	i	i	i	i	i	-10	i	i	-10	i
Cn1c(=O)c2c(n(Cc3ccccc3)c1=O)NC(=O)C2CC(=O)O (stereo not given)	-8	i	i	i	i	i	0	i	i	-11	i
